Bioassay records deposited in PubChem by several laboratories.
STEP inh: inhibitors of human striatal-enriched phosphatase STEP; recombinant STEP, OMFP fluorogenic substrate, fluorescence; P54829; AID 588621; inhibition, % at 20 µM; 360,000 tested, 0.25% active;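 active means inhibition at 20 µM, scaled per plate between control wells, above about 37%, limit read from the data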;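 further: 0% = DMSO with enzyme and substrate and 100% = substrate only without enzyme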
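System: STEP (striatal-enriched tyrosine phosphatase) enzyme, cell-free; medium: Bis-Tris pH 6.0 buffer with DTT, detergent; dosing: 20 µM, 1% DMSO; times: reaction 20 min, ambient temperature; detection: fluorescence, 480/540 nm; read-out basis: normalized % inhibition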
Scp-1 inhibitor: Scp-1 (human) phosphatase inhibition; Q9GZU7; Recombinant Scp1, phosphopeptide, malachite green phosphate absorbance; inhibition, % at 20 µM; 340,000 tested, 0.88% active; AID 493091;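 active means inhibition above about 50% at 20 µM, limit read from the data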;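 further: plate controls were DMSO wells with enzyme for no effect and wells lacking enzyme for full effect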
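assay system = SCP-1 phosphatase catalytic domain, residues 76-261 | buffer or medium = 50 mM Tris acetate pH 5.5, 0.005% Tween-20, 10 mM MgCl2 | incubation = enzyme reaction 45 min at room temperature, colour 5 min, stabilisation 30 min | signal = Phosphate-binding colour reagent, absorbance read at 630 nm | measure = % inhibition at 20 µM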
Neddylation inh: blocks human cullin neddylation | calls only at 25 µM | P61081+Q13564 | TR-FRET cullin neddylation, biochemical | AID 651699 | 360,000 tested, 0.58% active; in the data active means inhibition above about 36%
SUMO1 PPI mod: modulators of human SUMO1-mediated protein-protein interactions; P63165; SUMO1 binding to a labelled peptide, TR-FRET, 1 h; inhibition, % at 20 µM; 360,000 tested, 0.33% active; AID 602429; in the data active means inhibition above about 37%
DNMT1 block: DNMT1 (human) enzyme inhibition | P26358 | DNMT1 molecular beacon, Hinp1I cleavage, fluorescence | inhibition (reported as % activation of signal), % at 10 µM | 360,000 tested, 0.83% active | AID 588458; in the data active means inhibition above about 50%
Target sequence (P26358 504-1616 limits assumed): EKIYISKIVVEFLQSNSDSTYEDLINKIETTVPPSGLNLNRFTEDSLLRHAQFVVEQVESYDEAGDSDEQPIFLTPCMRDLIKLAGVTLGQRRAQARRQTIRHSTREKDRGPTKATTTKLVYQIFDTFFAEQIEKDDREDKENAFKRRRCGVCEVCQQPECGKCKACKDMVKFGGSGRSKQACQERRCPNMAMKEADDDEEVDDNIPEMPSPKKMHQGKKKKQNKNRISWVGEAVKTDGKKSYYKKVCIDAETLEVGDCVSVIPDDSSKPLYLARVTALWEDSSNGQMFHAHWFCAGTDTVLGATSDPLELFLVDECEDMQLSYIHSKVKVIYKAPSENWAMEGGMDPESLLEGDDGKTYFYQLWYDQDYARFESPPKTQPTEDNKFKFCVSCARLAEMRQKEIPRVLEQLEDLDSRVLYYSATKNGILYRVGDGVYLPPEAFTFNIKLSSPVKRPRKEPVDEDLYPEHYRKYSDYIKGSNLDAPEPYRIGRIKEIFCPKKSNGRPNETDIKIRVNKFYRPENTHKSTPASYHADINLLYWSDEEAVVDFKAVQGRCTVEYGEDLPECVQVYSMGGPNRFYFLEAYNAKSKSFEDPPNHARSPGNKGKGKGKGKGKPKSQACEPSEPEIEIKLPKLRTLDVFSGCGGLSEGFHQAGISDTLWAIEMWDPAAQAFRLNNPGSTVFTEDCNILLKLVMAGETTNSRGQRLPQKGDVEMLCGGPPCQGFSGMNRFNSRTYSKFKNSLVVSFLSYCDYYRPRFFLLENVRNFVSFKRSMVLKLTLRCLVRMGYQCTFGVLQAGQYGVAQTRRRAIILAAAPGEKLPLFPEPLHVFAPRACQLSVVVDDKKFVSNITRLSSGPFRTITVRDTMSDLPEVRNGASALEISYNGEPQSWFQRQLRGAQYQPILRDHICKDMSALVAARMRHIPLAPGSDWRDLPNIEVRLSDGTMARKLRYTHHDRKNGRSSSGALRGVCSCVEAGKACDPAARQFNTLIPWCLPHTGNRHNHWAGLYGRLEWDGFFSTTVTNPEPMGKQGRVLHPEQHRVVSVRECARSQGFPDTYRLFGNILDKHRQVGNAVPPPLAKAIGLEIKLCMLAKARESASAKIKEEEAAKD
Tb MetRS inh: Trypanosoma brucei MetRS inhibition; inhibition, % at 11.9 µM; 360,000 tested, 0.4% active; purified T. brucei MetRS, ATP depletion, Kinase-Glo luminescence; AID 624268;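 active means inhibition above a per-plate cutoff of the control wells' mean inhibition plus 3 SD, cut at about 5.5% in these data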;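 further: 0% = DMSO wells median and 100% = median of wells with control inhibitor compound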
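Material: T. brucei methionyl-tRNA synthetase, purified; reagent: substrates ATP, L-methionine and bulk Escherichia coli tRNA; dosing: 11.9 µM single point; timing: 15 min plus 2 h at 25 °C; detection: luminescence of leftover ATP; evaluation: % inhibition; control set: DMSO-only wells as low control; replicates: singlicate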
NadD block: inhibitors of Staphylococcus aureus NadD. 360,000 tested, 0.78% active. purified NadD enzyme, colorimetric absorbance read-out. AID 602399. inhibition, % at 20 µM; in the data active means inhibition above about 26%; further: some compounds past the cut are filed as inactive
SKN-1 inh: C. elegans SKN-1 inhibition | C. elegans VP596 Pgst-4::GFP/RFP ratio, acrylamide-induced, 24 h | inhibition, % at 21.8 µM | 360,000 tested, 0.49% active | AID 624304;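 active means interference check ratio from 0.5 to 1.5 plus GFP to RFP signal ratio inhibition reaching or exceeding a fixed threshold, cut at about 30% in these data, passing the limit was not always enough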; further: some compounds called inactive have numbers as strong as hits
NRP1-CendR mod: modulators of CendR peptide binding to human neuropilin-1; O14786; FAM-RPARPAR peptide binding to NRP-1, fluorescence polarization; inhibition, % at 25 µM; 360,000 tested, 0.85% active;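 active means inhibition or corrected inhibition above about 18%, plus a signal ratio from 0.5 to 1.5, limit read from the data, passing the limit was not always enough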; further: strong numbers were not always called active
LMPTP inh: blocks human LMPTP phosphatase. P24666. recombinant LMPTP-A, OMFP fluorogenic substrate, fluorescence intensity. inhibition, % at 20 µM. 360,000 tested, 0.22% active. AID 651560;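 active means compounds that cut the enzyme signal by at least half of the control window in the single-dose screen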;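 further: plate controls were DMSO wells with enzyme plus substrate for no effect and substrate without enzyme for full effect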
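Assay system: LMPTP-A, protein tyrosine phosphatase of low molecular weight / Medium: pH 6.0 Bis-Tris buffer with DTT and Triton X-100 / Schedule: 50 min enzyme reaction at room temperature, protected from light / Measured by: endpoint fluorescence intensity from OMFP dephosphorylation / Read-out basis: % inhibition relative to no-enzyme and uninhibited control wells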
The depositor's hits bear a star; i = inactive; · = not tested or not shown. The order is random (roughly 4.6% active in at least one column).

SMILES	STEP inh	Scp-1 inhibitor	Neddylation inh	SUMO1 PPI mod	DNMT1 block	Tb MetRS inh	NadD block	SKN-1 inh	NRP1-CendR mod	LMPTP inh
C=CCn1c(SCc2cc(=O)n3ccsc3n2)nnc1C1CCCCC1	1	46	i	3	35	-0.8	2	2	4	3.0
CCCCN(C(=O)c1cccc(-n2cnnn2)c1)c1c(N)n(CC(C)C)c(=O)[nH]c1=O	-2	-15	i	0	-5	-0.4	1	4	-2	-1.4
OC1=C(O)c2nc3ccccc3nc21	2	5	i	-21	6	-0.8	6	-5	-9	0.6
CC(C)(C)OC(=O)N1CCC[C@H]1C(=O)NCc1ccc(F)cc1F	·	·	i	-1	·	-0.3	-3	13	1	-1.6
O=S(=O)(c1ccc(N2CCN(CCO)CC2)nc1)N1CCOCC1	-2	11	i	11	3	-0.7	-6	4	-1	0.0
CCOC(=O)c1ccc(NC(=O)CCn2c(=O)oc3ccccc32)cc1	1	-12	i	0	-4	-0.6	-7	-19	1	0.1
COc1ccc(NC(=O)CSc2ncnc3c2sc2ccccc23)c(OC)c1	1	-2	i	5	24	-0.6	-9	-3	-3	1.3
O=C(CCC(=O)N(CC(=O)NC1CCCC1)c1cccc(F)c1)Nc1nccs1	-2	-1	i	-3	0	-0.4	-5	3	-5	-1.2
COc1ccc(C2CC(=O)C3=C(C2)Nc2ccccc2N(C(=O)C2CC2)C3c2cccnc2)cc1OC (centres undefined)	2	17	i	-2	2	-1.2	0	1	-12	-1.5
CCCCC(=O)O[C@H]1CC[C@H]2[C@@H]3CCc4cc(O)ccc4[C@H]3CC[C@]12C	-2	-1	i	6	-7	-0.1	-6	-6	-1	1.9
CCN(CC)C(=O)Cn1c(=O)n(CCCC(=O)NCc2ccccc2)c(=O)c2sccc21	-1	-5	i	3	2	-0.7	-4	-5	-5	0.1
C=CCn1c(N)c(C(=O)OC(C)CC)c2nc3ccccc3nc21 (centres undefined)	1	1	·	38	70*	-0.5	-5	-24	-3	9.2
CN(C)S(=O)(=O)c1cccn1-c1ncc(C(F)(F)F)cc1Cl	-6	44	i	-2	1	-0.1	-1	3	-4	0.2
O=C(CN(C(=O)c1cccc([N+](=O)[O-])c1)C1CCCCC1)Nc1ccc(Cl)c([N+](=O)[O-])c1	2	-5	i	-1	6	-0.6	8	4	-3	0.4
CC1CCN(C(C)C(=O)Nc2cc(S(=O)(=O)N3CCCCC3)ccc2Cl)CC1 (centres undefined)	-2	-4	i	2	8	-0.1	1	15	4	-0.4
CC1CCc2c(sc(/N=C/c3cccnc3)c2C(N)=O)C1 (centres undefined)	0	-1	i	-21	-3	-0.2	2	7	17	0.2
O=C1CCCN1CC1CCCN(Cc2nc(COc3ccccc3)no2)C1 (centres undefined)	2	4	i	-1	5	0.1	0	9	1	-0.4
CCOc1ccc(-n2c(Cc3cc(=O)[nH]c(=O)[nH]3)nnc2SCC(=O)OC)cc1	2	-8	i	5	-2	-0.9	2	14	3	0.2
CC1CCN(C(=O)COC(=O)c2ccc([N+](=O)[O-])o2)CC1	1	-7	i	-35	0	0.0	2	10	24	-1.2
CCNc1nc(NCC)nc(N(C#N)CCOc2ccccc2)n1	-3	-3	i	0	0	-0.6	-6	8	9	-0.6

Continued, overlapping the part above by 2 compounds.
SMILES	STEP inh	Scp-1 inhibitor	Neddylation inh	SUMO1 PPI mod	DNMT1 block	Tb MetRS inh	NadD block	SKN-1 inh	NRP1-CendR mod	LMPTP inh
CC1CCN(C(=O)COC(=O)c2ccc([N+](=O)[O-])o2)CC1	1	-7	i	-35	0	0.0	2	10	24	-1.2
CCNc1nc(NCC)nc(N(C#N)CCOc2ccccc2)n1	-3	-3	i	0	0	-0.6	-6	8	9	-0.6
CC(C)(C)Nc1ncnc2c1cnn2-c1ccccc1	-2	-3	i	2	3	-0.5	0	19	3	1.0
C=CC[C@H](CC(=O)N[C@H](CO)Cc1ccccc1)C(=O)N[C@@H](COC(=O)[C@@H](CC=C)CC(=O)OC(C)(C)C)Cc1c[nH]c2ccccc12	0	-21	i	2	-31	-0.2	-12	1	-1	1.8
O=C1OC=NC1=Cc1ccccc1	5	-5	i	6	6	-0.1	0	10	-34	-1.6
CC1COc2ccccc2N1S(=O)(=O)c1ccccc1 (centres undefined)	1	-4	i	-3	2	-1.3	-11	-1	9	2.7
C[C@]12CC[C@@H]3c4ccc(O)cc4CC[C@H]3[C@@H]1CC[C@@H]2OC(=O)CCC(=O)O	2	-6	i	6	2	-1.0	-5	-2	-14	-0.6
CC1=C(C(=O)N2CCCC(CCC(=O)NCc3ccccc3F)C2)OCCO1 (centres undefined)	0	0	i	1	-1	0.4	-1	-7	3	-0.3
CNc1cccc(-c2ccccc2C(C)=O)n1	-1	·	i	-5	3	0.0	0	3	9	-1.2
CC(C)(C)NC(=O)CCc1nnc(Cc2c[nH]c3ccccc23)o1	0	-2	i	-1	2	0.2	0	-8	-2	-1.1
CCC(C)c1ccccc1NC(=O)C(C)OC(=O)CN1C(=O)NC(C)(C)C1=O (centres undefined)	-3	-2	i	0	1	-0.4	-4	-2	1	0.0
COc1ccc(NC(=O)C(c2cc3c(cc2[N+](=O)[O-])OCO3)N2CCN(C=O)CC2)cc1 (centres undefined)	-3	-5	i	-13	0	-0.2	0	3	8	-0.9
Cc1noc(C)c1COC(=O)c1ccc(F)c(S(=O)(=O)N2CCCCC2)c1	0	-8	i	3	0	-0.6	-11	1	5	-1.3
COc1cc(/C=N\NC(=O)c2ccc(Cn3nc([N+](=O)[O-])c(Cl)c3C)o2)ccc1O	3	5	i	3	-3	-1.0	18	17	0	0.5
O=C1c2c(-c3ccc(Br)cc3)noc2CCN1Cc1cn(-c2ccccc2)nn1	·	·	i	5	·	2.3	·	-6	10	3.5
COc1cc(-c2nn3c(-c4ccccc4)nnc3s2)cc(OC)c1OC	2	-5	i	0	-5	-1.3	0	12	-1	-1.2
O=C(CSc1nc2[nH]c(=O)cc(O)c2s1)Nc1ccc(Cl)c(C(F)(F)F)c1	2	5	i	11	-20	1.1	7	1	-21	-1.4
CC(C)OC(=O)CSc1nnc(-c2cccnc2)n1N	-4	-7	i	4	2	-0.6	-7	26	-4	-0.5
Cc1ccc(NS(=O)(=O)c2cc(C(=O)O)ccc2Cl)c(C)c1	-4	2	i	-1	5	0.5	-8	-1	2	-0.6
CC(C)Cc1cc(C(=O)Nc2c(F)cc(F)cc2Br)no1	0	-7	i	3	0	0.2	3	-4	4	0.4
CC(C(=O)N1CCN(c2ccccc2F)CC1)c1ccc([N+](=O)[O-])cc1 (centres undefined)	0	-5	i	-13	-1	-0.1	0	7	3	-0.7
S=c1[nH]ccn1-c1cccc(Cl)c1Cl	-1	-11	i	1	3	-0.5	0	-2	-6	-0.4

Given with bars between the fields: part of the list above
structure | STEP inh | Scp-1 inhibitor | Neddylation inh | SUMO1 PPI mod | DNMT1 block | Tb MetRS inh | NadD block | SKN-1 inh | NRP1-CendR mod | LMPTP inh
CC(C)OC(=O)CSc1nnc(-c2cccnc2)n1N | -4 | -7 | i | 4 | 2 | -0.6 | -7 | 26 | -4 | -0.5
Cc1ccc(NS(=O)(=O)c2cc(C(=O)O)ccc2Cl)c(C)c1 | -4 | 2 | i | -1 | 5 | 0.5 | -8 | -1 | 2 | -0.6
CC(C)Cc1cc(C(=O)Nc2c(F)cc(F)cc2Br)no1 | 0 | -7 | i | 3 | 0 | 0.2 | 3 | -4 | 4 | 0.4
CC(C(=O)N1CCN(c2ccccc2F)CC1)c1ccc([N+](=O)[O-])cc1 (centres undefined) | 0 | -5 | i | -13 | -1 | -0.1 | 0 | 7 | 3 | -0.7
S=c1[nH]ccn1-c1cccc(Cl)c1Cl | -1 | -11 | i | 1 | 3 | -0.5 | 0 | -2 | -6 | -0.4

(cont.)
SMILES	STEP inh	Scp-1 inhibitor	Neddylation inh	SUMO1 PPI mod	DNMT1 block	Tb MetRS inh	NadD block	SKN-1 inh	NRP1-CendR mod	LMPTP inh
CCc1nc2c(OCc3cc(Cl)cc(Cl)c3)cccn2c1N(C)C(=O)Nc1ccccc1OC	2	·	i	1	-10	0.1	7	6	-15	16
CN(C(=O)CSc1nnc(-c2ccncc2)n1-c1ccccc1)C1CCS(=O)(=O)C1 (centres undefined)	0	-4	i	10	2	0.0	-2	3	8	-0.9
O=C(OCCN1CCN(C2=NS(=O)(=O)c3ccccc32)CC1)c1ccccc1F	-3	-5	i	5	0	0.3	-2	16	8	0.3
O=C(Nc1ccc2c(c1)Cc1ccccc1-2)c1cccnc1	-2	-1	i	-4	-5	-0.8	-1	22	20*	1.9
CCOc1ccc(S(=O)(=O)Nc2cccc(Cl)c2)cc1	-3	1	i	3	-4	0.3	-7	-1	-16	0.8
Cc1cc(NC(=O)CCC(=O)N(Cc2cccs2)C(C(=O)NC2CCCC2)c2cccnc2)no1 (centres undefined)	-7	3	i	-1	3	-1.1	-3	11	-2	-1.6
O=C(NCCCO)c1cc2c([nH]c3ccccc32)c(-c2ccccc2)n1	-2	-16	·	5	3	-0.5	-6	13	-7	3.2
Cc1ccccc1Cn1c(=O)[nH]c2ccccc21	0	-15	i	7	-2	-0.4	0	0	-2	-1.3
Cc1ccc(S(=O)(=O)NCC(=O)N2CCOCCOCCOCCOCC2)cc1	-2	-7	i	2	5	-0.4	-4	-2	16	-0.6
Cc1c(C(=O)O)[nH]c2ccc([N+](=O)[O-])cc12	5	23	i	-10	10	-1.6	-1	2	8	8.6
CCCCCCn1c(CN2CCCCC2C)nc2c1c(=O)n(C)c(=O)n2C (centres undefined)	-1	-9	i	1	9	-1.6	3	0	20	-1.6
O=Cc1ccc(OCc2cn(CC(=O)c3ccc(O)cc3)nn2)cc1	-4	-14	i	2	5	0.7	-4	-7	-4	-1.2
N#Cc1cccc(NC(=O)CNC(=O)Cc2ccccc2)c1	1	-9	i	4	-2	-0.4	-4	13	-3	-0.1
CN(Cc1ccccc1)c1ncc(C=O)s1	-2	0	i	-9	2	-0.7	1	1	-12	-1.9
c1ccc(CSc2nc3ncccn3n2)cc1	1	-1	i	-2	0	-0.1	1	4	9	-0.3
CCCCOC(=O)CCc1c(C)[nH]c(=O)c(C#N)c1C	1	6	i	-2	2	-0.5	-7	19	10	-0.1
CC(C)c1cccc(O)c(=O)c1	3	-7	i	0	3	0.0	-2	-8	1	-1.3
CC(C)OC(=O)C1C2C=CC3(CN(C(C)c4ccc(Br)cc4)C(=O)C13)O2 (centres undefined)	1	-8	i	-2	0	0.4	-1	-11	-4	-1.0
Nc1ncnc(Oc2cccc(C(F)(F)F)c2)c1[N+](=O)[O-]	0	-7	i	-28	2	0.2	-3	11	3	-0.7
Cc1cc(F)ccc1C(O)c1ncc(-c2ccccc2Cl)[nH]1 (centres undefined)	-2	·	i	5	4	0.2	-23	14	-6	0.9
